# High-throughput results deposited in PubChem by National Center for Advancing Translational Sciences (NCATS).
# p53ts 39C kill: cytotoxicity in p53ts cells at nonpermissive temperature; H1299-p53A138V viability at 39C, ATP luminescence, 24 h; Potency, µM (titrated, usually from 46.1 µM), for inactives: at the top dose activity change, negative = cell killing, most hits filed as cytotoxic; 130,000 tested, 1.5% active; AID 902; also: nearly all actives have a fitted effect of over 55% in size
# p53ts 32C kill: p53ts cell cytotoxicity, permissive temperature. Potency, µM (doses to about 46.1 µM), for inactives: at the top dose activity change, negative = cytotoxicity, actives largely listed as cytotoxic. AID 924. H1299-p53A138V at 32C, ATP luminescence viability, 24 h. 130,000 tested, 0.93% active;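 also: 0% = DMSO and -100% = full killing by reference compound; nearly all actives have a fitted effect of over 55% in size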
#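 H1299-p53 A138V cells (temperature-sensitive p53) exposed 24 h to up to 46 uM compound at 32C, where p53 is wild-type in conformation. Viability read as ATP luminescence and normalised to DMSO and 100 uM tamoxifen. AC50 fitted with the Hill equation.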
# IkB signaling: inhibitors of IkB signaling in ABC-DLBCL cells. 110,000 tested, 0.04% active. ABC-DLBCL IkBa-CBG/CBR dual luciferase ratio, 4 h; response scale: scaled: untreated 0%, proteasome inhibitor 100%. Potency, µM (titrated, usually from 57.1 µM), for the others: top-dose IkBa stabilization activation; active = well fitted curve in the direction sought with a large enough effect in the signal ratio, not every such curve was filed as active; inconclusive = small, poorly fitted or top-dose-only effect, or a change in a side signal; the % refers to the signal ratio;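 also: the direction sought is a rising ratio; 0% = basal untreated cells and 100% = reference inhibitor full response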
#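 Curves were fitted separately to fusion (green), unfused (red) and ratio luminescence, then classed by r2, magnitude and activity. Cells: OCI-Ly3, 4 h compound plus doxycycline at 37C; 10 uM MG-132 defined full response.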
# Imprint erasure: induces erasure of genomic imprints in mouse ES cells; 110,000 tested, 0.02% active; Potency, µM (series often up to 60.7 µM), without a hit: at the top dose activity change, positive = activation, usual class: activators; mouse ES Peg3-LacZ reporter, beta-gal luminescence, 40 h;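 also: 0% = negative control wells on the plate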
#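 Imprint erasure is scored as LacZ activity from the silenced maternal Peg3 allele in feeder-free female ES cells cultured 40 h with LIF. Luminescence is normalized to in-plate negative controls and fitted to the Hill equation.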
# The depositor's hits bear a star; ? = inconclusive; / = no result given; [ ] = dose if it differs, or a comment. Unless noted, calls follow the shape of the dose curve; as a rule, active = well fitted curve in the direction sought with a large enough effect; inconclusive = small, poorly fitted or top-dose-only effect, or another doubt; inactive = no such curve, though single readings can be large; an effect the other way counts as inactive or inconclusive. Unless noted, % is scaled to controls: 0 for no effect and ±100 for the full control effect; potency is read from the fitted curve at half-maximal effect. Outcome played no part in choosing rows, and some 1.7% of all compounds hit somewhere here.
cpd	Structure	IkB signaling	p53ts 39C kill	Imprint erasure	p53ts 32C kill
1	O=C(NC1CCCCC1)c1ccc2c(c1)N(Cc1ccccc1)C(=O)c1ccccc1S2	?	-21.8%	-13.9%[10.9 µM]	-0.3%
2	N#Cc1cc2[nH]c(=O)c(=O)[nH]c2cc1[N+](=O)[O-]	0.1%	-18.9%	-3.6%	-4.3%
3	CCOc1ccc(NC(=O)c2nccnc2CO)cc1	?	10µM*	-88.5%[inhibitor]	12.6µM*
4	O=C(O)CCc1nc2ccccc2n(CCc2ccccc2)c1=O	-3.1%	?	13.4%	6.6%
5	CN(C)CCN(Cc1ccco1)C(=O)c1cc2c(s1)-c1ccccc1OC2	-1.3%	12.6µM*	-20.8%[10.9 µM]	-8.5%
6	Cc1cc(C)n(CCc2nc3c4ccccc4nc(SCc4ccc(C#N)cc4)n3n2)n1	0.4%	-0.4%	-9.3%	-4.2%
7	Cc1cccc(-c2nc3c(c(SCC(=O)N(C)C)n2)CCCC3)c1	/	-1.1%	/	2.4%
8	Cc1ccc(C2(C)NC(=O)N(CC(=O)Nc3ccc4c(c3)OCO4)C2=O)cc1 (stereo unspecified)	-0.4%	5.9%	-9.1%	-1.9%
9	CCOC(=O)Cn1cc(C(=O)c2ccco2)c2ccccc21	1.1%	-1.6%	-12.7%	-0.1%
10	COc1cc(C2C(C(=O)Nc3ccccc3)=C(C)Nc3nc(SCc4ccccc4F)nn32)cc(OC)c1OC (stereo unspecified)	4.4%	38.9%[activator]	15.0%[10.9 µM]	-3.2%

# Continued.
cpd	Structure	IkB signaling	p53ts 39C kill	Imprint erasure	p53ts 32C kill
11	Cc1ccc2nc(NC(=O)CCNS(=O)(=O)c3cccs3)sc2c1	?	2.3%	-21.5%	11.4%
12	Cc1cc(C)cc(-n2c(SCC(=O)NC3CCCCC3)nc3c([nH]c4ccccc43)c2=O)c1	1.1%	-29.6%	-6.8%[10.9 µM]	0.9%
13	OC[C@@H]1O[C@H](n2cnc3c(/C=C(\O)c4ccccc4)ncnc32)[C@H](O)[C@@H]1O	0.9%[11.4 µM]	5.0%[9.22 µM]	-2.7%[10.9 µM]	15.5%[9.22 µM]
14	COc1ccccc1OCCC(=O)OCC(=O)Nc1ccc(Br)cc1	/	-15.4%	/	-6.6%
15	CC(=O)OC[C@@H]1O[C@@H](O/N=C2/C[C@@H](O)[C@@H](O)[C@@H]3[C@@H]4C(=O)N(Cc5ccc6c(c5)OCO6)C(=O)[C@H]4CC[C@H]23)[C@H](OC(C)=O)[C@H](OC(C)=O)[C@@H]1OC(C)=O	/	8.6%[9.22 µM]	/	-6.3%[9.22 µM]
16	CCOc1ccc(N2C(=O)c3cccnc3C2=O)cc1	0.0%	8.8%	-10.9%	-6.8%
17	CC1=CCC2C(=O)N(c3nc(C)cc(C)n3)C(=O)C2C1 (stereo unspecified)	5.4%	6.3%	/	-5.1%
18	COc1cccc(C(=O)N2CCN(C3CCC(c4ccccc4)CC3)CC2)c1 (stereo unspecified)	?	3.6%	-17.4%	0.5%
19	CCCN(CCC)C(=O)CSc1nc2sc3c(c2c(=O)n1-c1ccccc1)CCN(C(C)=O)C3	4.7%	7.9%	22.4%[10.9 µM]	26.6%
20	CN1CCN(c2oc(-c3cccs3)nc2S(=O)(=O)c2ccccc2)CC1	2.1%	8.3%	-3.3%	6.9%

# New compounds follow.
cpd	Structure	IkB signaling	p53ts 39C kill	Imprint erasure	p53ts 32C kill
21	COc1ccc(C)cc1NC(=O)c1c(C(=O)Nc2cccc(C)c2C)sc2nc(C)cc(=O)n12	-2.2%	22.6%	-12.0%[10.9 µM]	18.4%
22	O=C(c1ccc(NS(=O)(=O)c2ccccc2)cc1)N1CCN(Cc2ccc3c(c2)OCO3)CC1	0.3%	7.4%	-12.9%	4.4%
23	C=Cc1ccc(CSc2nc(-c3ccc(C)cc3)nc3c2Cc2c(CO)cnc(C)c2O3)cc1	-1.0%	-3.1%	-7.7%[10.9 µM]	1.2%
24	COc1ccc(/C=C\c2onc(C)c2S(=O)(=O)N2CCC(C(=O)Nc3ccccc3OC)CC2)cc1	0.1%	1.9%	15.7%[10.9 µM]	5.4%
25	CCOC(=O)c1sc(NC(=O)CSc2ncn(-c3ccccc3)n2)nc1C	-0.6%	-11.0%	-14.7%	-22.0%
26	CCCOc1ccc(C(=O)Nc2ccc(NC(=O)c3ccc(Br)cc3)cc2)cc1	-1.7%	-6.8%	-7.3%[10.9 µM]	1.3%
27	N#Cc1ccc(NC(=O)CN2C(=O)NC(Cc3ccccc3)C2=O)cc1 (stereo unspecified)	0.1%	-0.2%	-6.8%	-8.4%
28	Cn1c(=O)oc2ccc(C(=O)CSc3nnnn3-c3ccccc3)cc21	?	-3.9%	-6.6%	-3.8%
29	CCOC(=O)C(NC(=O)c1ccccc1)(N1CCCC1=O)C(F)(F)F (stereo unspecified)	-0.6%	7.3%	-12.2%	-4.3%
30	Cc1ccc(-n2c(=O)c3c(c4cc(C)ccc4n3C)n(CC(=O)c3ccc(Cl)cc3)c2=O)cc1	-0.9%	?	?	-3.2%

# (further entries)
cpd	Structure	IkB signaling	p53ts 39C kill	Imprint erasure	p53ts 32C kill
31	CCOC(=O)CC(NC(=O)CCc1c(C)nc2c(c1C)c(=O)n(C)c(=O)n2C)c1ccc(OCC)c(OC)c1 (stereo unspecified)	-0.4%	-12.8%	8.8%[10.9 µM]	1.5%
32	Cc1noc(/C=C/c2cccs2)c1S(=O)(=O)N1CCC(C(=O)NCc2ccccc2Cl)CC1	-1.7%	16.9%	-8.1%[10.9 µM]	2.1%
33	O=C(CCC(=O)N1CCN(C2CCCCC2)CC1)Nc1nnc(C(F)(F)F)s1	1.0%	5.1%	-6.4%	0.7%
34	N#C/C(=C\Nc1ccccn1)C(=O)c1ccco1	11.6%[11.4 µM]	-6.8%[9.22 µM]	-13.6%[10.9 µM]	-2.3%[9.22 µM]
35	O=C(c1cc(S(=O)(=O)N2CCCCC2)c(Cl)cc1N1CCOCC1)N1CCOCC1	-0.1%	0.8%	0.6%	-5.0%
36	CC1CCN(S(=O)(=O)c2cc(C(=O)NCc3ccc(N(C)C)cc3)n(C)c2)CC1	2.1%	-8.6%	-9.7%[10.9 µM]	1.1%
37	CCOc1ccc(OCC)c(NC(=O)CN(c2ccc(C)cc2)S(=O)(=O)c2c(C)noc2C)c1	2.7%	-2.1%	-15.7%	5.5%
38	Cc1cc(C)cc(C(=O)Nc2cccc(-c3nc4ncccc4o3)c2C)c1	6.4%	10.5%	-5.6%[10.9 µM]	-4.4%
39	CC[C@](N)(CCC(=O)O)C(=O)O	0.6%	-16.7%	-16.7%	-6.7%
40	Cc1cccc(C)c1NC(=O)Cn1nnc(-c2ccc(N3CCOCC3)cc2)n1	-0.1%	-3.9%	-7.0%	-0.4%

# Entries 28 through 40, quoted:
cpd	Structure	IkB signaling	p53ts 39C kill	Imprint erasure	p53ts 32C kill
28	Cn1c(=O)oc2ccc(C(=O)CSc3nnnn3-c3ccccc3)cc21	?	-3.9%	-6.6%	-3.8%
29	CCOC(=O)C(NC(=O)c1ccccc1)(N1CCCC1=O)C(F)(F)F (stereo unspecified)	-0.6%	7.3%	-12.2%	-4.3%
30	Cc1ccc(-n2c(=O)c3c(c4cc(C)ccc4n3C)n(CC(=O)c3ccc(Cl)cc3)c2=O)cc1	-0.9%	?	?	-3.2%
31	CCOC(=O)CC(NC(=O)CCc1c(C)nc2c(c1C)c(=O)n(C)c(=O)n2C)c1ccc(OCC)c(OC)c1 (stereo unspecified)	-0.4%	-12.8%	8.8%[10.9 µM]	1.5%
32	Cc1noc(/C=C/c2cccs2)c1S(=O)(=O)N1CCC(C(=O)NCc2ccccc2Cl)CC1	-1.7%	16.9%	-8.1%[10.9 µM]	2.1%
33	O=C(CCC(=O)N1CCN(C2CCCCC2)CC1)Nc1nnc(C(F)(F)F)s1	1.0%	5.1%	-6.4%	0.7%
34	N#C/C(=C\Nc1ccccn1)C(=O)c1ccco1	11.6%[11.4 µM]	-6.8%[9.22 µM]	-13.6%[10.9 µM]	-2.3%[9.22 µM]
35	O=C(c1cc(S(=O)(=O)N2CCCCC2)c(Cl)cc1N1CCOCC1)N1CCOCC1	-0.1%	0.8%	0.6%	-5.0%
36	CC1CCN(S(=O)(=O)c2cc(C(=O)NCc3ccc(N(C)C)cc3)n(C)c2)CC1	2.1%	-8.6%	-9.7%[10.9 µM]	1.1%
37	CCOc1ccc(OCC)c(NC(=O)CN(c2ccc(C)cc2)S(=O)(=O)c2c(C)noc2C)c1	2.7%	-2.1%	-15.7%	5.5%
38	Cc1cc(C)cc(C(=O)Nc2cccc(-c3nc4ncccc4o3)c2C)c1	6.4%	10.5%	-5.6%[10.9 µM]	-4.4%
39	CC[C@](N)(CCC(=O)O)C(=O)O	0.6%	-16.7%	-16.7%	-6.7%
40	Cc1cccc(C)c1NC(=O)Cn1nnc(-c2ccc(N3CCOCC3)cc2)n1	-0.1%	-3.9%	-7.0%	-0.4%

# Further records follow:
cpd	Structure	IkB signaling	p53ts 39C kill	Imprint erasure	p53ts 32C kill
41	CN1CCN(C(CNC(=O)c2ccc(F)cc2)c2ccc3c(c2)OCO3)CC1 (stereo unspecified)	-1.5%	-24.3%	-11.6%[10.9 µM]	1.8%
42	Cc1cc(C)cc(-n2nnc(-c3nsc(NC(=O)c4ccccc4Cl)n3)c2C)c1	3.0%	?	-4.3%[10.9 µM]	-8.4%
43	Cc1c(Cl)cccc1NC(=O)C(=O)NCC(c1cccnc1)N1CCN(c2ccccc2)CC1 (stereo unspecified)	0.7%	-22.7%	-14.3%[10.9 µM]	-0.2%
44	CCCc1[nH]nc2c1C(c1cccc(OC(=O)c3ccco3)c1)C(C#N)=C(N)O2 (stereo unspecified)	0.4%	-11.8%	-0.7%	-6.1%
45	CC(C)CCn1c(=O)c2ccccc2n2c(CN(C)Cc3ccccc3)nnc12	?	4.2%	-17.5%	13.2%
46	O=C(COc1ccc(S(=O)(=O)NC2CCCC2)cc1)N1CCCCCC1	1.8%	14.0%	-6.3%	8.4%
47	Cc1ccc(N2C(=O)C(CC(=O)Nc3ccc(F)cc3)N(CCC3=CCCCC3)C2=O)cc1 (stereo unspecified)	?	-10.8%	-4.5%[10.9 µM]	-13.2%
48	COc1ccccc1CNC(=O)Cn1c(-c2ccc(F)cc2)cc(C(C)=O)c1C	0.5%	-14.5%	-12.2%[10.9 µM]	0.5%
49	O=C(c1ccncc1)N1CCC2(CCCN(Cc3nccs3)C2)CC1	-0.2%[11.4 µM]	8.5%	/	-8.6%
50	O=C(CN1CCCCCC1)Nc1ccc(F)c(F)c1	/	20.3%	/	-18.8%

# Continued:
cpd	Structure	IkB signaling	p53ts 39C kill	Imprint erasure	p53ts 32C kill
51	CCOc1ccc(C2c3[nH]c4ccccc4c3CCN2C(=O)CSCc2ccc(F)cc2)cc1 (stereo unspecified)	-0.2%	-19.1%	-5.0%[10.9 µM]	-3.2%
52	COc1ccccc1CNC(=O)CCc1c(C)nc2cc(-c3ccccc3OC)nn2c1C	?	-3.7%	15.4%[10.9 µM]	8.9%
53	CCOC(=O)c1c(C)[nH]c(C(=O)NNC(=O)c2ccc(C(C)(C)C)cc2)c1C	/	-14.2%	/	13.4%
54	CC(C)c1cc(CN(C)C)c(O)c(C(C)(C)C)c1	0.0%[11.4 µM]	4.9%[9.22 µM]	0.5%[10.9 µM]	3.2%[9.22 µM]
55	CCC(C)c1ccc2oc(-c3ccc(NC(=O)c4ncn[nH]4)cc3)nc2c1 (stereo unspecified)	2.2%	14.6%	-37.4%[inhibitor]	19.7%
56	Cc1ccc(NC(=O)C2CCC(CNS(=O)(=O)c3ccc4c(c3)CCCC(=O)N4)CC2)cc1F (stereo unspecified)	?	-8.9%	5.0%[10.9 µM]	0.0%
57	CCN1C(=O)c2cccc3c(NC(=O)c4ccc(S(=O)(=O)N5CCOCC5)cc4)ccc1c23	2.1%	0.0%	-11.5%	-4.6%
58	O=[N+]([O-])c1ccccc1Sc1nccn1Cc1ccccc1	/	-24.6%	/	3.9%
59	CCOc1cc(-c2nc3cc(C)ccn3c2NCC2CCCO2)ccc1O (stereo unspecified)	0.2%	-17.0%	-9.5%	-0.4%
60	COc1ccc(OC)c2c(C)cc(NCCN3CCOCC3)nc12	-2.1%	-5.5%	-10.2%	-15.6%
61	O=C(O)c1cc(-c2ccc3cc4c(cc3c2)OCO4)nc2ccccc12	0.1%[11.4 µM]	1.26µM*	-50.5%[inhibitor][10.9 µM]	1.58µM*
